# Screens (PubChem BioAssay)
# uPA generation: cell surface uPA generation inhibition; 330,000 compounds, 0.31% hits; Potency, µM (titrated, usually from 38.3 µM), inactives show at the top dose activity change, negative = inhibition, most hits filed as inhibitors; cell surface uPA generation assay, qHTS; active means well fitted inhibition curve with a large enough effect; inconclusive means small, poorly fitted or top-dose-only effect; inactive means no such curve, though single readings can be large or run the other way; tested in mouse RAW 264.7 cells; further: potency means the concentration at half of the fitted maximal effect; on the % scale 0 is the no-effect control and ±100 the full control effect; nearly all actives have a fitted effect of over 55% in size
# a7 integrin act: activators of alpha7 integrin expression for muscular dystrophy; AID 624291; alpha7betagal myoblasts, beta-gal FDG fluorescence, 48 h; Potency, µM (highest dose often 38.3 µM), for the others: at the highest dose activation, actives largely listed as activators; 350,000 compounds, 0.064% hits;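 further: potency means the concentration at half of the fitted maximal effect; 100% = response of the positive control SU9516; nearly all actives have a fitted effect of over 60% in size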
#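 Alpha7betagal+/- myoblasts (passage 13) were plated 16-24 hr, then exposed to compounds (1:260 dilution of DMSO stock) for 48 hours at 37C. After MPER lysis, β-galactosidase reporter activity was read as FDG fluorescence (ex 480/em 540) after 30 minutes.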
# BRCA1 expr up: increases BRCA1 expression; MCF7-BRCA1-FFLuc reporter, luminescence, 48 h; response scale: scaled: vehicle 0%, 10 µM genistein 100%; Potency, µM (highest dose often 46.1 µM), inactives show top-dose activation, actives largely listed as activators; 380,000 compounds, 1.1% hits; further: potency means the concentration at half of the fitted maximal effect; nearly all actives have a fitted effect of over 80% in size; some results filed as inactive show a strong effect at the top dose
#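 MCF7-BRCA1-FFLuc, 2000 cells/well; 2 h attach, 37 °C/5% CO2; compound 48 h; luciferase substrate 15 min; luminescence end-point. Norm. to genistein 10 microM max activation and DMSO; concentration-response curves fitted.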
# TSG101-PTAP inh: blocks PTAP/TSG101 interaction to inhibit HIV-1 budding. Q99816. Fluorescence polarization, FITC-PTAP peptide / Tsg101 binding. Potency, µM (doses to about 115 µM), inactives show at the top dose activity change, negative = inhibition, hits mostly inhibitors. 340,000 tested, under 10 active. AID 493005; active means well fitted inhibition curve with a large enough effect in the main read-out, with a control signal flat, not every such curve was filed as active; inconclusive means small, poorly fitted or top-dose-only effect, or effect the other way, or a change in a side signal; inactive means no such curve, though single readings can be large or run the other way; further: potency means the concentration at half of the fitted maximal effect; % of control where 0% means no effect
#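 Compounds were pin-transferred onto Tsg101 binding domain (10 uM final) in HEPES pH 7.5 buffer, then FITC-PTAP peptide was added at 50 nM final. After 20 min at RT, polarization reported peptide displacement across a qHTS concentration series.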
# B2AR arrestin: beta2AR (human) beta-arrestin recruitment activity | P07550 | beta-arrestin recruitment to beta2AR, cell-based reporter | Potency, µM (highest dose often 46.1 µM), for the others: at the highest dose activation, usual class: activators | 330,000 compounds, 0.02% hits | AID 492947;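 further: potency means the concentration at half of the fitted maximal effect; 0% = DMSO controls and full agonism = EC100 isoproterenol or metaproterenol; nearly all actives have a fitted effect of over 65% in size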
# p53 reactivation: mutant p53 re-activation in reporter cells | H1299 p53-A138V BP100-luciferase reporter, luminescence, 24 h | Potency, µM (doses to about 92.2 µM), for inactives: at the highest dose activity change, positive = activation, most hits filed as activators | 320,000 compounds, 0.063% hits; further: potency means the concentration at half of the fitted maximal effect; % of control where 0% means no effect; nearly all actives have a fitted effect of over 45% in size
#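 p53-null H1299 cells stably carrying temperature-sensitive p53-A138V and a BP100-luciferase reporter were pinned with compounds (4-point, 1:5 series) and held 24 hrs at 37 deg C. Luminescence was read 10 min after detection reagent.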
# S-ASM inh: blocks human secretory acid sphingomyelinase. P17405. placental ASM, HMU-PC fluorogenic substrate, 60 min. 340,000 compounds, 0.006% hits. Potency, µM (top dose mostly 57.5 µM), for the others: at the highest dose activity change, negative = inhibition, most hits filed as inhibitors. AID 504937; further: potency means the concentration at half of the fitted maximal effect
#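 Human placenta-derived ASM enzyme was preincubated with compound for 10 minutes at room temperature, then given fluorogenic substrate HMU-PC0 (9 uM final) for 60 minutes at 37 °C; a pH 10 stop preceded fluorescence reading at Ex 386/Em 447 nm.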
# ELG1 genotoxic: genotoxicity induction in ELG1-luciferase HEK293T cells | HEK293T ELG1-luciferase reporter, luminescence, 16 h | Potency, µM (top dose mostly 46 µM), inactives show at the top dose activity change, positive = activation, usual class: activators | 330,000 compounds, 1.3% hits | AID 504466; further: potency means the concentration at half of the fitted maximal effect; % of control where 0% means no effect; nearly all actives have a fitted effect of over 60% in size
#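 Genotoxicity was scored as increased ELG1-luciferase reporter signal, measured by ONE-Glo luminescence (30 min, room temperature). Compound or vehicle exposure of the HEK293T reporter cells lasted 16 hr at 37°C.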
# Eya2 inh: blocks the phosphatase activity of human Eya2; O00167; recombinant Eya2, OMFP fluorescence dephosphorylation (OMFP is methylfluorescein phosphate); Potency, µM (series often up to 76.9 µM), for inactives: at the highest dose activity, negative = inhibition, actives largely listed as inhibitors; 330,000 compounds, 0.006% hits; AID 488837; further: potency means the concentration at half of the fitted maximal effect; on the % scale 0 is the no-effect control and ±100 the full control effect
#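 Eya2 protein (added as 0.2 uM solution) was preincubated with compound for 10 min at ambient temperature in 50 mM HEPES pH 7.5, 50 mM NaCl, 5 uM MgCl2, 0.05% BSA, 1 mM DTT. OMFP (added at 50 uM) then reacted 10 min; fluorescence read at 485/525 nm.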
# TRPV1 ag: agonists of human vanilloid receptor 1 (TRPV1). Q8NER1. TRPV1-expressing cells, Fluo-8 calcium influx, agonist mode. activation, % at 8.33 µM. 320,000 compounds, 0.19% hits; in the data active means activation above about 80%; inconclusive means between about 30% and that limit; further: 0% is about no effect
# Target sequence (Q8NER1 whole entry, looked up): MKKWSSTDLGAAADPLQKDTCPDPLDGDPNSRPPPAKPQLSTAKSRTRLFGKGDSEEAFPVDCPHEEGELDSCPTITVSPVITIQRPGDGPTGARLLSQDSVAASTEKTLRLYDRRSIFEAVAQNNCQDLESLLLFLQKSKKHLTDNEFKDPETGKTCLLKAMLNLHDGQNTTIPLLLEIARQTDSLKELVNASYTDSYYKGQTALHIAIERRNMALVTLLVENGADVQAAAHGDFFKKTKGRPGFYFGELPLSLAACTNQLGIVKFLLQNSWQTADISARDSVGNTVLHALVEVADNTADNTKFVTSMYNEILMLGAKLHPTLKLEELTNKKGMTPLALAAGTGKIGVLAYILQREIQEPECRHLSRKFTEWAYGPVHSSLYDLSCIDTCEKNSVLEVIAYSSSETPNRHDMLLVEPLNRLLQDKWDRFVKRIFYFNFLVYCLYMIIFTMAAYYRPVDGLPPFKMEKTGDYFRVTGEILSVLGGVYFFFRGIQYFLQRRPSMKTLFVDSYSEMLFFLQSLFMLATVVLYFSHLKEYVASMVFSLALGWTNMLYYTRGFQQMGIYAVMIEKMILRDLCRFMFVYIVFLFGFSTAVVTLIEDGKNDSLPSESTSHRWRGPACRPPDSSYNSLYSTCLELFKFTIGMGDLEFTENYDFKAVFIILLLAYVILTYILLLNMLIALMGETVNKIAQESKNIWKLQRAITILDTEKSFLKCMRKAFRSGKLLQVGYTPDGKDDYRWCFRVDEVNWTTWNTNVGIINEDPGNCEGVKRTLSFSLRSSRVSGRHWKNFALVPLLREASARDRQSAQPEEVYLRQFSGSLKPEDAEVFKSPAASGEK
#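 Cells expressing TRPV1 were dye-loaded with Fluo-8 and read kinetically: 10 s baseline, 3 min after compound (agonist portion), then 2 min after EC20 capsaicin (allosteric enhancer portion). Calcium-bound dye fluorescence at 480/520 nm.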
# USP2a block: blocks human ubiquitin-specific protease USP2a | O75604 | USP2 core, Ub-CHOP2 coupled fluorogenic reporter, 485/531 | Potency, µM (series often up to 38.3 µM), without a hit: at the highest dose activity change, negative = inhibition, actives largely listed as inhibitors | 330,000 compounds, 0.01% hits | AID 463254;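 further: potency means the concentration at half of the fitted maximal effect; plate controls were DMSO wells for no effect and full inhibition by NEM control for full effect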
#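 Deubiquitinase activity read as fluorescence (485/531 nm) after Ub-CHOP2 cleavage activates the enterokinase reporter on its substrate; USP2 core 10nM, Ub-CHOP2 and substrate 25nM each, 30min compound preincubation then 60min RT; data normalized to NEM, curves fitted.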
# An asterisk follows results filed as active; ? = inconclusive; . = not tested or not shown; [ ] = dose if it differs, or a comment. Unless noted, the call rests on the fitted dose curve; in most records, active means well fitted curve in the direction sought with a large enough effect; inconclusive means small, poorly fitted or top-dose-only effect, or another doubt; inactive means no such curve, though single readings can be large; an effect the other way counts as inactive or inconclusive.
SMILES,uPA generation,a7 integrin act,BRCA1 expr up,TSG101-PTAP inh,B2AR arrestin,p53 reactivation,S-ASM inh,ELG1 genotoxic,Eya2 inh,TRPV1 ag,USP2a block
Cc1cc([N+](=O)[O-])ccc1NC(=O)c1cccc(NC(=O)C(C)C)c1,-25%,37%,65%,-1%,0.2%,3%,1%,15%,4%,-6,6%
CCOc1ccccc1NC(=O)CSc1nnc(CNC(=O)c2cc(OC)c(OC)c(OC)c2)o1,3%,0%,10%,2%,0.3%,-3%,4%,1%,9%,1,3%
FC(F)Sc1ccc(-n2cc(-c3ccccc3)[n+]3c2CCC3)cc1,-4%,-40%[inhibitor],-57%,-3%,-0.1%,0%,3%,-3%,-4%,-4,6%
Cc1ccc(S(=O)(=O)N2CCC(=O)N(CCOCc3ccc(Cl)cc3)CC2)cc1,0%,-4%,-7%,-6%,-0.8%,-5%,-1%,0%,1%,6,2%
COc1ccc(CN(C2CCCCC2C)S(=O)(=O)c2ccc(S(=O)(=O)N(C)C)cc2)cc1OC (configuration not stated),11%,-11%,-20%,-3%,2.7%,-15%,1%,-4%,-13%,8,0%
Cc1ccccc1OCc1nnc(SCc2cc(=O)[nH]c3ccccc23)n1-c1ccccc1,20%,18%,-81%,-3%,0.2%,-9%,-9%,-7%,-13%,-6,-1%
COc1ccc2c(-c3ccc(SC)cc3)c(-c3ccc(S(C)(=O)=O)cc3)sc2c1,57%[activator],-1%,-9%,1%,-0.6%,-2%,.,1%,-32%,.,1%
O=C(OCC(=O)N(C1CCCCC1)C1CCCCC1)c1ccncc1,3%,-6%,4%,-4%,-0.3%,-2%,4%,-4%,15%,30,0%
COc1ccc(OC)c(CN(CCN2CCOCC2)C(=O)Nc2cccc(Cl)c2)c1,3%,-9%,7%,0%,0.0%,-15%,-2%,-1%,3%,9,1%
O=C(Cc1ccc(Br)cc1)N1CCN(C(=O)c2ccco2)CC1,-2%,31%,4%,-3%,-0.5%,0%,0%,-3%,-3%,-1,1%
CCN(CC)C(=O)c1ccc(-c2nnc(OC)c3ccccc23)cc1,1%,-9%,0%,-8%,0.5%,-7%,0%,-7%,8%,2,0%
COc1ccc(NC(=S)Nn2cnnc2)cc1OC,0%,-20%,-12%,-1%,7.9%,-2%,-1%,-2%,15%,-1,2%
CCOC(=O)C1CCCN(C(=O)Cn2cccc2C(=O)c2ccccc2)C1 (configuration not stated),9%,-6%,-4%,-1%,-0.1%,11%,-1%,1%,9%,4,0%
COC(=O)c1ccc(Cn2nnc3c(=O)[nH]c(C4CCCN(S(=O)(=O)c5cccc(Cl)c5)C4)nc32)cc1 (configuration not stated),3%,-13%,11%,0%,0.1%,-9%,-19%,0%,-2%,1,-2%
CCc1cccc(CC)c1NC(=O)CN1CC(C)SC1=NC1CCCCC1 (configuration not stated),-7%,-15%,-60%,-1%,-0.4%,-6%,0%,0%,17%,22,-1%
Cc1ccc(-c2csc3ncnc(-n4nnc5ccccc54)c23)cc1C,1%,21%,-36%,-1%,-0.8%,5%,3%,-8%,2%,12,-1%
CCC(=O)c1ccc(OC(C)C(=O)NC2(C#N)CCCCC2)cc1 (configuration not stated),0%,19%,0%,0%,0.0%,?,-2%,0%,7%,1,0%
Cc1cccc(CCNC(=O)C2CCCN(c3ncnc4c3nc3n4CCCCC3)C2)c1 (configuration not stated),-7%,3%,-22%,-2%,0.0%,5%,-3%,-9%,7%,0,1%
O=C(COc1ccccc1-c1ccccc1)Nc1ccc(S(=O)(=O)NCc2ccco2)cc1,-4%,2%,-1%,-5%,0.3%,9%,-4%,7%,14%,2,3%
CCOCCCN(CC(=O)NC1CCCC1)C(=O)C(=O)Nc1ccc2c(c1)OCCO2,-2%,-21%,-3%,-6%,-0.1%,8%,3%,5%,-1%,-2,-2%
Cc1cc(S(=O)(=O)NC2CCCCC2)ccc1OCC(=O)NCc1ccccn1,-1%,-3%,-22%,-7%,-0.1%,5%,5%,3%,-22%,-1,1%
CN(C(=O)CSc1nnc(-c2c[nH]c3ccccc23)o1)C1CCS(=O)(=O)C1 (configuration not stated),3%,21%,-6%,-5%,-0.1%,-6%,0%,0%,10%,2,1%
COc1cccc(-c2nn(C)c3sc(C(=O)NCCCN(C)Cc4ccccc4)cc23)c1,-9%,-56%[inhibitor],-29%,-2%,-0.9%,-5%,-7%,-3%,0%,2,0%
COc1ccccc1C(=O)Nc1sc2c(c1C(=O)NCc1ccco1)CCCC2,6%,-5%,-49%,-1%,0.0%,-5%,20%,-7%,-17%,1,0%
O=C(N/C(=C/c1cccc([N+](=O)[O-])c1)C(=O)N1CCCCC1)c1ccco1,7%,6%,-19%,-2%,-0.3%,.,1%,-2%,8%,0,1%
Cc1cc(C)nc(N/N=C/c2cn[nH]c2-c2ccc(F)cc2)n1,20%,-13%,-4%,0%,-0.5%,-1%,1%,-4%,-5%,1,1%
CC(=O)NC12CC3CC(C1)CC(C(=O)Nc1nc4ccc(S(C)(=O)=O)cc4s1)(C3)C2,-1%,3%,-5%,-2%,3.0%,6%,4%,-8%,-7%,?,-3%
Cc1ccc(C(=O)Nc2cnc3ccccc3c2)cc1,-7%,4%,-84%[inhibitor],-5%,-0.4%,-9%,-2%,?,-6%,?,3%
COc1ccc(NC(=O)CN(C)S(=O)(=O)c2ccc(Cl)cc2)cc1Cl,2%,6%,2%,-4%,0.4%,-5%,3%,-3%,-5%,?,1%
O=C(CN(C(=O)CNC(=O)c1cccs1)c1ccc2c(c1)OCCO2)NC1CCCC1,-7%,0%,-3%,-1%,-0.1%,2%,-2%,-5%,3%,-1,1%
N#Cc1ccc(NC(=O)Cn2cnc(S(=O)(=O)N3CCc4ccccc43)c2)cc1,-2%,19%,-21%,-3%,-0.8%,-2%,-3%,-8%,5%,-2,-1%
C=C(C)c1cccc(C(C)(C)NC(=O)N2CCCCC2CC)c1 (configuration not stated),4%,-44%,-30%,1%,5.4%,-2%,-1%,-1%,-14%,3,3%
COc1ccc(CNC(=O)c2sc3nc4c(c(C(F)(F)F)c3c2N)CCC4)cc1,.,.,.,.,-0.3%,-3%,.,-2%,0%,-2,-6%
O=C(NCC1CCCO1)NC1CCCCC1 (configuration not stated),-1%,13%,5%,-4%,-0.6%,9%,3%,1%,6%,1,8%
C#CCOCCOCCOCCNc1nc(N2CCOCC2)nc(N2CCN(C(=O)[C@H]([C@@H](C)O)n3cc(CCCCN)nn3)CC2)n1,-21%,20%,10%,-3%,-0.8%,1%,3%,2%,17%,-3,0%
Cc1ccc(N2C(=O)c3ccccc3C2Nc2ccccc2)nc1 (configuration not stated),4%,5%,81%,-2%,-0.5%,11%,-2%,9%,-16%,30,3%
CCCCCOC(=O)Cc1c(O)c2ccccc2n(C)c1=O,-2%,6%,1%,-2%,-0.1%,3%,3%,-2%,12%,-2,1%
Cn1c(N)c(C(=O)COC(=O)Cc2c(F)cccc2Cl)c(=O)n(C)c1=O,-29%,30%,-18%,1%,0.0%,0%,0%,0%,-35%,.,4%
Cc1cc(=O)[nH]c(SCC(=O)Nc2c(C)n(C)n(-c3ccccc3)c2=O)n1,-50%,0%,-3%,-2%,-0.2%,9%,4%,2%,1%,0,-1%
CCC(C)NC(=O)C(Cc1ccccc1)NS(=O)(=O)c1cccc2nsnc12 (configuration not stated),-5%,19%,-3%,-5%,-0.9%,10%,-1%,-1%,-10%,0,-2%
NC1=NC(=O)C(Cc2cc(Cl)ccc2Cl)S1 (configuration not stated),-1%,-9%,18%,-5%,-1.7%,-3%,-2%,1%,-12%,-1,-2%
Cc1nc2cc(NC(=O)CSc3nc4c(C)cccc4cc3C#N)ccc2s1,-2%,2%,-1%,-3%,0.3%,-1%,4%,3%,-6%,0,0%
COc1ccc(-c2noc(CCC(=O)N3CCN(Cc4ccccc4)CC3)n2)cc1,-5%,17%,-19%,-1%,0.5%,3%,1%,1%,2%,6,-2%

# A portion taken from the entries so far, for reference:
SMILES,uPA generation,a7 integrin act,BRCA1 expr up,TSG101-PTAP inh,B2AR arrestin,p53 reactivation,S-ASM inh,ELG1 genotoxic,Eya2 inh,TRPV1 ag,USP2a block
N#Cc1ccc(NC(=O)Cn2cnc(S(=O)(=O)N3CCc4ccccc43)c2)cc1,-2%,19%,-21%,-3%,-0.8%,-2%,-3%,-8%,5%,-2,-1%
C=C(C)c1cccc(C(C)(C)NC(=O)N2CCCCC2CC)c1 (configuration not stated),4%,-44%,-30%,1%,5.4%,-2%,-1%,-1%,-14%,3,3%
